# POLK inh: qHTS for Inhibitors of Polymerase Kappa. purified Pol kappa, fluorescent DNA synthesis assay, 10 min. Potency, µM (doses to about 107 µM), for inactives: at the highest dose activity, negative = inhibition, actives largely listed as inhibitors. 400,000 tested, 0.53% active. AID 588579, 2011; note: potency is the fitted concentration of half-maximal effect; % is set by controls: 0 for no effect and ±100 for the full control effect
#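 Fluorescent qHTS in 1536-well format: enzyme (10 nM) and compound sat 15 min at room temperature before 50 nM substrate (final) was added. Signal taken at 0 and 10 min; no-enzyme buffer wells were negative controls.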
# POLH inh: qHTS for Inhibitors of Polymerase Eta. DNA polymerase eta (Homo sapiens), Q9Y253. recombinant Pol eta, fluorescent DNA replication assay. Potency, µM (top dose mostly 114 µM), inactives show at the top dose activity change, negative = inhibition, usual class: inhibitors. 390,000 tested, 1.2% active. AID 588591, 2011; note: potency is the fitted concentration of half-maximal effect; % is set by controls: 0 for no effect and ±100 for the full control effect
# Target sequence (Q9Y253 whole entry, looked up): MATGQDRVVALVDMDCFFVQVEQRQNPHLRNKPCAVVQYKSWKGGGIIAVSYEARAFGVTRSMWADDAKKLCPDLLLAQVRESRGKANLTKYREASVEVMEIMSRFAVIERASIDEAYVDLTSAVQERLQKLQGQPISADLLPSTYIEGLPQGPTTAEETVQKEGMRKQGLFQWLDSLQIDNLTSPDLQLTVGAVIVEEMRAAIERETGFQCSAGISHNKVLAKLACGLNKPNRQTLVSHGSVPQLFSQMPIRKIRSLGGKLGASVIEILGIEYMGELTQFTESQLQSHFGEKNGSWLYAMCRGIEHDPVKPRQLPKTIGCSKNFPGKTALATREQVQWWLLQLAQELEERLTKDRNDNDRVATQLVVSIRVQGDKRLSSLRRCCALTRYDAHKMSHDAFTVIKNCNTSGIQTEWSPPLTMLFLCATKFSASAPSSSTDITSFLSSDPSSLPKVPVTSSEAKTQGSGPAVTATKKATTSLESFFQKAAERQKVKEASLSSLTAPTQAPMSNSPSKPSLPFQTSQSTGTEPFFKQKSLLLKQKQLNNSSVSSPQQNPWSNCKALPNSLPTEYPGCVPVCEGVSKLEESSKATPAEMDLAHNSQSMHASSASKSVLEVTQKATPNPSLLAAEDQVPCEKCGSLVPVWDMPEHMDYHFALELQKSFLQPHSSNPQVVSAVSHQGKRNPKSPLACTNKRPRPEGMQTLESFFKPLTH
#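 Fluorescent replication assay: 50 nM final substrate added after a 15 min room-temperature compound preincubation with 10 nM enzyme. Signal taken at 0 min and again at 10 min.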
# LDHA block: qHTS assay for inhibitors of human lactate dehydrogenase | L-lactate dehydrogenase A chain (Homo sapiens), P00338 | purified LDHA, NADH/diaphorase-resazurin fluorescence; stronger effect = lower value | activity change, % (values are at about 110 or 230 µM) | 480,000 tested, 0.15% active; in the data active = activity change below about -30%; inconclusive = mostly about -25% to -30%;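 note: plate controls were DMSO wells for no effect and wells without enzyme for full effect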
#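 Human LDH5 (2 nM) was incubated with 0.06 mM NADH and 0.2 mM pyruvate for 5 min at room temperature in Tris pH 7.4. Remaining NADH was coupled through diaphorase/resazurin, and resorufin fluorescence was read at 0 and 20 min.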
# Apoferritin bind: qHTS Assay for Identification of Novel General Anesthetics | Ferritin light chain (Equus caballus), P02791 | apoferritin/1-aminoanthracene competitive binding, fluorescence | Potency, µM (titrated, usually from 77.5 µM), without a hit: top-dose activity change, negative = displacement, usual class: inhibitors | 350,000 tested, 0.074% active; note: potency is the fitted concentration of half-maximal effect; % is set by controls: 0 for no effect and ±100 for the full control effect; nearly all actives have a fitted effect of over 20% in size
#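 Concentration-response curves derived by four-parameter Hill fitting of normalized fluorescence, where compounds displaced 1-AMA from 10 uM horse apoferritin following a brief 10 min room-temperature incubation; propofol titration acted as positive control.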
# POLB inh: qHTS Assay for Inhibitors of DNA Polymerase Beta; P06746; Pol beta primer extension/strand displacement, fluorescence kinetic; Potency, µM (highest dose often 114 µM), for the others: at the highest dose activity change, negative = inhibition, most hits filed as inhibitors; 340,000 tested, 1.3% active; AID 485314, 2010; note: potency is the fitted concentration of half-maximal effect; % is set by controls: 0 for no effect and ±100 for the full control effect
#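 Preincubation: enzyme (10 nM) with compound, 15 min, RT. Reaction: substrate added to 50 nM final. Reads: 0 and 10 min. Analysis: normalized, Hill fit.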
# Pol iota inh: qHTS for Inhibitors of Polymerase Iota; DNA polymerase iota (Homo sapiens), Q9UNA4; Pol iota fluorescent replication assay, 10 min; Potency, µM (titrated, usually from 115 µM), for the others: top-dose activity, negative = inhibition, hits mostly inhibitors; 390,000 tested, 1% active; AID 588590, 2011; note: potency is the fitted concentration of half-maximal effect
#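 Fluorescent replication assay read twice, at 0 min and 10 min after adding 50 nM (final) substrate. Enzyme (10 nM) and compounds were first incubated 15 min at room temperature; enzyme-free buffer wells were negative controls.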
# Glioma ERSR ind: qHTS for Inducers of the Endoplasmic Reticulum Stress Response (ERSR) in Human Glioma: qHTS. 420,000 tested, 0.02% active. Potency, µM, for the others: top-dose activation, most hits filed as activators. U87-MG GRP78 promoter luciferase reporter, 16 h; note: potency is the fitted concentration of half-maximal effect; series mostly up to about 76 µM; % of control where 0% means no effect; nearly all actives have a fitted effect of over 35% in size
#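 ERSR induction read as luciferase luminescence (Bright-Glo, 10 min at room temperature) in stably transfected human U87-MG glioma cells exposed to compounds for 16 h, using GRP78 as sensor.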
# BLM inh: qHTS Assay for Inhibitors of Bloom's syndrome helicase (BLM); RecQ-like DNA helicase BLM (Homo sapiens), P54132; recombinant BLM DNA unwinding, fluorescence dequenching; Potency, µM (series often up to 56.1 µM), for inactives: top-dose activity change, negative = inhibition, actives largely listed as inhibitors; 350,000 tested, 0.2% active;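 note: potency is the fitted concentration of half-maximal effect; plate controls were vehicle for no effect and no enzyme for full effect; nearly all actives have a fitted effect of over 35% in size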
# APE1 inh: qHTS Assay for Inhibitors of the Human Apurinic/apyrimidinic Endonuclease 1 (APE1) | DNA repair nuclease/redox regulator APEX1 (Homo sapiens), P27695 | recombinant APE1, TAMRA/BHQ-2 abasic DNA cleavage fluorescence | Potency, µM (highest dose often 65.8 µM), without a hit: at the top dose activity change, negative = inhibition, hits mostly inhibitors | 350,000 tested, 0.35% active | AID 2517, 2012;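 note: potency is the fitted concentration of half-maximal effect; plate controls were vehicle for no effect and reference inhibitor for full effect; nearly all actives have a fitted effect of over 55% in size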
# Target sequence (P27695 whole entry, looked up): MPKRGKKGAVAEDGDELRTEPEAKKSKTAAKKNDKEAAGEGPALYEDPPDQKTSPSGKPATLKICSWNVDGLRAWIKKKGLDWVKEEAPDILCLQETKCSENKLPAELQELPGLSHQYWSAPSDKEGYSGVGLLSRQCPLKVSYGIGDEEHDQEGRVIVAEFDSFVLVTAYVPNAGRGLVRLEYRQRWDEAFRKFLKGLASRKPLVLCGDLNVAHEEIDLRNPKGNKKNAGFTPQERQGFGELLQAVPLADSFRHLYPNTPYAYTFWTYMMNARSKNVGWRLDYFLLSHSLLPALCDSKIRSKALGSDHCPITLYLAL
#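 Incision of a quenched TAMRA/BHQ-2 THF abasic-site duplex (50 nM) by 0.75 nM APE1, after 15 min compound preincubation, measured as fluorescence increase over three 60 s reads. Values normalized to buffer, DMSO and NSC13755 control wells.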
# * marks the source's active call; other numbers are inactive results; ? = inconclusive; / = not tested or not shown; [ ] = dose if it differs, or a comment. Unless noted, calls come from the whole dose curve; as a rule, active = well fitted curve in the direction sought with a large enough effect; inconclusive = small, poorly fitted or top-dose-only effect, or another doubt; inactive = no such curve, though single readings can be large; an effect the other way counts as inactive or inconclusive. Not all compounds are listed; the hit share may differ from the screen's.
SMILES,POLK inh,POLH inh,LDHA block,Apoferritin bind,POLB inh,Pol iota inh,Glioma ERSR ind,BLM inh,APE1 inh
COc1ccc(Cn2c(-c3ccc(Br)cc3)c[n+]3ccccc23)cc1,-11%,4%,-5,8%,18%,?,3%,0%,0%
COc1ccccc1CNC(=O)COc1ccc([N+](=O)[O-])cc1,5%,-12%,2,-10%,6%,42%[activator],0%,0%,13%
Cc1n[nH]c(=O)c2c1nnn2Cc1ccccc1Cl,-1%,1%,-8,-1%,46%,138%[activator],-1%,-8%,7%
CCCOc1cccc(-c2nn(-c3ccccc3)cc2/C=C(\C#N)C(=O)NCCCn2ccnc2)c1,1%,-18%,0,-13%,1%,32%[activator],0%,-9%,-5%
CCOC(=O)C1=C(CCc2ccccc2)NC(=O)NC1c1ccc(Br)cc1 (configuration not stated),-4%,2%,2,-8%,91%,5%,-1%,-11%,-4%
COc1ccccc1N(CC(=O)NC(C)(C)C)C(=O)CCC(=O)Nc1nccs1,5%,-20%,-2,-6%,0%,15%,-1%,1%,7%
CCOc1ccccc1NC(=O)CSc1nnc(-c2ccccc2Cl)n1Cc1ccco1,-8%,-18%,-2,-21%,?,0%,-7%,-3%,-9%
O=C(NCc1ccccc1)c1cccc(NC(=O)C2CC2)c1,3%,-14%,0,/,/,-6%,-2%,/,/
COc1ccccc1CCc1nnc(CCC(=O)NCC[C@@H]2C[C@@H]3C=C[C@H]2C3)o1,9%,-6%,-1,?,15%,-2%,1%,1%,0%
CCOC(=O)c1cc(-c2ccccc2)sc1NC(=O)CSc1nncs1,-8%,?,-1,-21%,?,-15%,-3%,-15%,-3%
O=C(CNC(=O)c1ccc(Br)o1)NNC(=O)c1ccc(Cl)cc1,-1%,-16%,-1,/,/,17%,-5%,/,41%
CCOC(=O)C(C)Oc1ccc2c(-c3cccc([N+](=O)[O-])c3)cc(=O)oc2c1 (configuration not stated),0%,-17%,-3,4%,29%,134%[activator],12%,-3%,14%
Cn1c(SCC(=O)OC2CCCCC2)nnc1-c1ccc2c(c1)OCO2,16%,-4%,-5,?,25%,-4%,-4%,1%,-5%
CCOC(=O)c1c(N2C(=O)Nc3cc(Cl)c(Cl)cc3N2O)sc2c1CCCCC2,-26%,?,-25,?,50µM*,-10%,?,-8%,-10%
Cc1cc(C)n(-c2ccc(C(=O)Nc3ccc(S(=O)(=O)N(C)C)cc3)cc2)n1,?,-20%,-2,1%,9%,7%,-3%,-1%,-6%
COc1ccc(-c2nn(-c3ccccc3)cc2C(=O)N2CCN(S(=O)(=O)c3ccccc3C#N)CC2)cc1,-8%,5%,-12,/,/,6%,-3%,/,-3%
Cc1cc(NC(=O)CCC(=O)N(c2ccccc2)C(C(=O)NC2CCCC2)c2ccncc2)no1 (configuration not stated),3%,-18%,0,-10%,-2%,14%,-3%,0%,-2%
CS(=O)(=O)Nc1cc2c3c(c1)CCC(=O)N3CCC2,0%,-4%,-6,7%,8%,2%,0%,0%,-16%
Cc1ccc([N+](=O)[O-])c2cccnc12,-8%,2%,-2,-11%,39%,17%,-5%,-3%,16%
CCCCN(CC)C(=O)Nc1ccc2c(c1)N(C)C(=O)c1ccccc1S2,-6%,1%,-1,-11%,12%,-12%,-4%,0%,/
O=C(CSc1n[nH]c(-c2ccc(F)cc2)n1)NCCc1ccccc1,-6%[60.1 µM],-7%,0,1%,-2%,6%,-4%,-4%,/
COC(=O)c1ccccc1NC(=O)Cn1c(=O)n(-c2cccc(C(F)(F)F)c2)c(=O)c2c(C)c(C)sc21,3%,/,-15,-7%,5%,-4%,/,-4%,/
Cc1cccc(C)c1OCC(=O)NNC(=O)CNC(=O)c1ccc(OC(F)F)cc1,-12%,-13%,-10,/,/,6%,3%,/,43%
Cc1nn(C)cc1NC(=O)CCSc1nc(-c2ccco2)cc(C(F)(F)F)n1,1%,-12%,1,-8%,-9%,30%,0%,-1%,-3%
Cc1cccc(C)c1OCc1nnc2c3cnn(C)c3ncn12,-7%,5%,-3,-8%,3%,14%,1%,-12%,-4%
COc1ccc(CC(=O)N(C)Cc2cccc(F)c2)cc1S(=O)(=O)N1CCOCC1,-12%,-16%,-5,/,/,15%,-6%,/,1%
COc1cccc(NC2SC(=O)N(c3ccccc3)C2=O)c1 (configuration not stated),-4%,-3%,-1,2%,-4%,71%[activator],2%,3%,-2%
c1ccc2c(c1)CCN(Cc1nnnn1Cc1ccc3c(c1)OCO3)C2,-8%,-13%,-6,5%,6%,-9%,-3%,0%,6%
O=C(CCCCCN1C(=O)c2ccccc2C1=O)Oc1ccc2c3c(c(=O)oc2c1)CCC3,9%,-3%,-7,15%,-3%,7%,-3%,-3%,5%
O=C(C1CCN(S(=O)(=O)c2cccc3nsnc23)CC1)N1CC=C(c2ccccc2)CC1,-22%,4%,7,?,5%,5%,-5%,-9%,4%

# Two of these compounds, reformatted.
CS(=O)(=O)Nc1cc2c3c(c1)CCC(=O)N3CCC2
  POLK inh = 0%
  POLH inh = -4%
  LDHA block = -6
  Apoferritin bind = 7%
  POLB inh = 8%
  Pol iota inh = 2%
  Glioma ERSR ind = 0%
  BLM inh = 0%
  APE1 inh = -16%
Cc1ccc([N+](=O)[O-])c2cccnc12
  POLK inh = -8%
  POLH inh = 2%
  LDHA block = -2
  Apoferritin bind = -11%
  POLB inh = 39%
  Pol iota inh = 17%
  Glioma ERSR ind = -5%
  BLM inh = -3%
  APE1 inh = 16%

# Molecules shown so far that contain a nitro group on carbon:
SMILES,POLK inh,POLH inh,LDHA block,Apoferritin bind,POLB inh,Pol iota inh,Glioma ERSR ind,BLM inh,APE1 inh
COc1ccccc1CNC(=O)COc1ccc([N+](=O)[O-])cc1,5%,-12%,2,-10%,6%,42%[activator],0%,0%,13%
CCOC(=O)C(C)Oc1ccc2c(-c3cccc([N+](=O)[O-])c3)cc(=O)oc2c1 (configuration not stated),0%,-17%,-3,4%,29%,134%[activator],12%,-3%,14%
Cc1ccc([N+](=O)[O-])c2cccnc12,-8%,2%,-2,-11%,39%,17%,-5%,-3%,16%

# Compounds above containing two or more sulfur atoms, in the order listed:
SMILES,POLK inh,POLH inh,LDHA block,Apoferritin bind,POLB inh,Pol iota inh,Glioma ERSR ind,BLM inh,APE1 inh
CCOC(=O)c1cc(-c2ccccc2)sc1NC(=O)CSc1nncs1,-8%,?,-1,-21%,?,-15%,-3%,-15%,-3%
O=C(C1CCN(S(=O)(=O)c2cccc3nsnc23)CC1)N1CC=C(c2ccccc2)CC1,-22%,4%,7,?,5%,5%,-5%,-9%,4%

# Carrying on:
SMILES,POLK inh,POLH inh,LDHA block,Apoferritin bind,POLB inh,Pol iota inh,Glioma ERSR ind,BLM inh,APE1 inh
O=C(CCC(=O)NNC(=O)COc1ccc(Br)cc1)NCc1ccccc1,2%,-8%,1,-3%,?,35%[activator],5%,-4%,-1%
Cc1oc(C(=O)Nc2ccc(O)cc2)cc1COc1ccccc1,-2%,-14%,13,2%,-22%,?,2%,-19%,-2%
CCOc1cccc(NC(=O)C2CCCN(S(=O)(=O)c3ccc(OC)cc3)C2)c1 (configuration not stated),-18%,-22%,2,34%[activator],2%,14%,-1%,4%,-1%
COc1ccc(O)c(C(=O)c2cnn(C(=O)c3cccc(N(C)C)c3)c2)c1,3%,3%,5,/,/,-1%,-4%,/,-11%
Cc1c(NC(=O)c2sc3c([N+](=O)[O-])cccc3c2Cl)cccc1-c1nc2ccccc2o1,-1%,-1%,-10,-8%,13%,-28%,-3%,2%,/
O=C(Nc1cccnc1)Nc1ccc2c(c1)OCO2,-11%,-3%,0,-11%,-11%,22%,7%,-4%,-4%
O=C(Nc1ccc2c(c1)CCC2)c1cc(S(=O)(=O)N2CCN(c3ccccc3)CC2)ccc1Cl,-6%,-19%,-5,-8%,-2%,?,-1%,-7%,-1%
Nc1nonc1-c1nc2ccccc2n1CCC(=O)O,-2%,-10%,-7,-4%,1%,19%,-3%,-2%,-5%
CCOc1ccc(-c2nc(CS(=O)(=O)CC(=O)NCc3ccc(F)cc3)c(C)o2)cc1,-4%,-5%,-14,3%,8%,16%,-1%,-4%,19%
O=C(Cn1c(=O)oc2ccccc21)NC(=O)NCc1ccccc1,-4%,4%,-6,?,3%,-7%,-4%,1%,-2%
CCC(=O)N1c2ccc(S(=O)(=O)CCC(=O)N3CCn4c3nc3ccccc34)cc2CC1C (configuration not stated),-5%,-3%,0,-6%,31%[activator],25%,-5%,-1%,3%
COc1cc(C)ccc1OCCOCCOc1ccc(C)cc1[N+](=O)[O-],-6%,-25%,-6,-4%,5%,14%,-4%,-4%,0%
CC#CCN1c2ccccc2[C@]23C[C@@H](C(=O)OC)N(C(=O)NC(C)(C)C)C2=NC(C(=O)OC)=C(C(=O)OC)[C@H]13,0%,-16%,3,/,/,37%[activator],0%,/,/
O=[N+]([O-])/C=C\c1ccc(N2CCOCC2)cc1,-3%,-3%,-4,/,/,?,-18%,/,/

# Limited to LDHA block and Apoferritin bind, for some of the entries so far:
compound,LDHA block,Apoferritin bind
O=C(Cn1c(=O)oc2ccccc21)NC(=O)NCc1ccccc1,-6,?
CC#CCN1c2ccccc2[C@]23C[C@@H](C(=O)OC)N(C(=O)NC(C)(C)C)C2=NC(C(=O)OC)=C(C(=O)OC)[C@H]13,3,/
O=C(Nc1cccnc1)Nc1ccc2c(c1)OCO2,0,-11%

# Source: PubChem BioAssay (National Center for Advancing Translational Sciences (NCATS))
